Compound activity (PubChem)
EPAC2 antag = qHTS for Antagonist of cAMP-regulated guanine nucleotide exchange factor 2 (EPAC2): primary screen; Potency, µM (doses to about 114 µM), for inactives: top-dose activity, negative = inhibition, usual class: inhibitors; hit rate 0.18% among 360,000; Rap guanine nucleotide exchange factor 4 (Homo sapiens), Q8WZA2; EPAC2 GEF exchange of Rap1B-BODIPY-GDP, fluorescence; AID 720708, 2013; note: potency is the fitted concentration of half-maximal effect; % is set by controls: 0 for no effect and ±100 for the full control effect; nearly all actives have a fitted effect of over 45% in size; many of its hits are not listed in these tables
Abeta yeast res = qHTS for compounds that reverse cellular toxicity of Amyloid beta (A-beta) peptide in yeast: Primary Screen | yeast expressing A-beta42, growth rescue, OD600, 48 h; response scale: 0% DMSO, 100% iron-clioquinol control | Potency, µM (top dose mostly 46.1 µM), without a hit: at the top dose growth rescue, actives largely listed as activators | hit rate 0.063% among 410,000 | AID 1347071, 2019; note: potency is the fitted concentration of half-maximal effect; nearly all actives have a fitted effect of over 55% in size
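Growth rescue measured by 600 nm absorbance after 48 h yeast culture at 30 C with compound. Values normalized between DMSO and an equimolar ferric chloride plus clioquinol control.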
DRD3 agonist = qHTS of D3 Dopamine Receptor Agonist: qHTS; hit rate 0.58% among 410,000; max activation, %; AID 652048, 2013; D3R DiscoveRx beta-arrestin cells, luminescence, 90 min; D(3) dopamine receptor (Homo sapiens), P35462; in the data active = max activation above about 30%; note: 0% is about no effect; mostly tested at two doses, the higher about 12 µM
Target sequence (P35462 whole entry, looked up): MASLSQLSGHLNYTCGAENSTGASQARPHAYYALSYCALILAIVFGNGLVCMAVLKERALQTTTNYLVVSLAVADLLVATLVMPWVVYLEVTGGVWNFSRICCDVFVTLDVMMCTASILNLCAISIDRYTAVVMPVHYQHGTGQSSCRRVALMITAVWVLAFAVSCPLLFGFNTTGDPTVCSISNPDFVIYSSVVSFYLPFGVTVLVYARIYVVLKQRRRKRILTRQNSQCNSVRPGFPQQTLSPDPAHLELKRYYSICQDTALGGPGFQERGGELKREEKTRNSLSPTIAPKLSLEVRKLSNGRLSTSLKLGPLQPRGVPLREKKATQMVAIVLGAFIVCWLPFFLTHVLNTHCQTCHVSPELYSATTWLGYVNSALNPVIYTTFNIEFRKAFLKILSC
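Agonist-mode cell screen: cells plated at 1500/well and incubated overnight at 37 °C, then exposed to library compounds for 90 min at 37 °C. Detection reagent was added for 30–60 min at room temperature, and luminescence was read.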
FUS suppressor = qHTS for Suppressors of FUS Proteinopathy: Primary screen using FUS-linked yeast assay | S. cerevisiae FUS-expressing, growth rescue, OD600, 24 h | Potency, µM (top dose mostly 76.6 µM), for inactives: at the highest dose growth rescue (activation), most hits filed as activators | hit rate 0.24% among 390,000 | AID 1347120, 2019;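 note: potency is the fitted concentration of half-maximal effect; plate controls were DMSO vehicle for no effect and reference control for full effect; nearly all actives have a fitted effect of over 55% in size; some results filed as inactive show a strong effect at the top dose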
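Galactose (2%) drives FUS expression in yeast precultured in raffinose; seeding density OD 0.005. Test compounds incubated 24hr at 30C and 99% humidity before absorbance at 600 nm was measured.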
EPAC2 agonist = qHTS for Agonist of cAMP-regulated guanine nucleotide exchange factor 4 (EPAC2): primary screen; EPAC2 activation, biochemical qHTS; response scale: 100% = 6.5 mM cAMP response; Potency, µM (titrated, usually from 154 µM), for the others: at the top dose activation, most hits filed as activators; Rap guanine nucleotide exchange factor 4 (Homo sapiens), Q8WZA2; AID 720711, 2013; hit rate 0.079% among 360,000; note: potency is the fitted concentration of half-maximal effect; nearly all actives have a fitted effect of over 50% in size
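Readout is BODIPY fluorescence (480 nm excitation, 540 nm emission), which falls as labeled GDP is exchanged off Rap1B. EPAC2 at 100 nM acted on 250 nM RAP1B-BODIPY-GDP with 50 uM GDP present.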
aSyn yeast inh = qHTS of alpha-syn Inhibitors. Potency, µM (highest dose often 46.1 µM), inactives show at the top dose growth rescue (activation), usual class: activators. Yeast expressing alpha-synuclein, growth rescue, BacTiter-Glo, 24 h. hit rate 0.14% among 370,000; note: potency is the fitted concentration of half-maximal effect; % of control where 0% means no effect; nearly all actives have a fitted effect of over 65% in size
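Readout is rescue of growth in alpha-synuclein-expressing yeast, so inhibitors of toxicity appear as activators. Growth after 24 hr at 30 deg C in galactose medium is quantified by luminescence.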
DRD3 antagonist = qHTS of D3 Dopamine Receptor Antagonist: qHTS. D(3) dopamine receptor (Homo sapiens), P35462. D3R cells, DiscoveRx beta-arrestin luminescence, antagonist mode; active compounds read low. max response, negative = inhibition, %. hit rate 2.5% among 360,000. AID 652054, 2013; in the data active = max response below about -50%; inconclusive = no clear call, values can overlap the other calls; note: % is set by controls: 0 for no effect and ±100 for the full control effect; mostly tested at two doses, the higher about 12 µM
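Cells plated overnight at 1500 cells/well, then exposed to library compounds with dopamine controls for 90 minutes at 37 degrees C. DiscoveRx reagent added for 30–60 minutes at room temperature; luminescence read, quantitative HTS format.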
TDP43 rescue = qHTS of TDP-43 Inhibitors; TDP-43 expressing yeast growth rescue, BacTiter-Glo, 24 h; Potency, µM (doses to about 46.1 µM), for inactives: top-dose growth rescue (activation), most hits filed as activators; hit rate 1.8% among 410,000; note: potency is the fitted concentration of half-maximal effect; % of control where 0% means no effect; nearly all actives have a fitted effect of over 50% in size
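Galactose-induced TDP-43 yeast, OD600=0.02, compound pinned; 24 hr, 30 deg C; BacTiter-Glo luminescence for growth. Inhibitors of TDP-43 toxicity read as activators.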
An asterisk follows results filed as active; u = inconclusive; x = not tested or not shown; & = joins results of further samples; [ ] = dose if it differs, or a comment. Unless noted, calls come from the whole dose curve; as a rule, active = well fitted curve in the direction sought with a large enough effect; inconclusive = small, poorly fitted or top-dose-only effect, or another doubt; inactive = no such curve, though single readings can be large; an effect the other way counts as inactive or inconclusive. Only part of the results is shown; count on the stated rates, not on these rows.

| Compound | EPAC2 antag | Abeta yeast res | DRD3 agonist | FUS suppressor | EPAC2 agonist | aSyn yeast inh | DRD3 antagonist | TDP43 rescue |
| --- | --- | --- | --- | --- | --- | --- | --- | --- |
| CCOc1ccc(NC(=O)CCC(=O)NNS(=O)(=O)c2ccccc2[N+](=O)[O-])cc1 | -1% | -15% | -13 | 2% | -1% | -4% | -1 | -16% |
| Cc1cc(C)c2c(=O)[nH]c(SCC(=O)N3CCOCC3)nc2n1 | 6% | 4% | 8 | -8% | 5% | 0% | 0 | -14% |
| O=C(O)C1CCCN1c1nc(Cl)ccc1[N+](=O)[O-] (stereo unspecified) | -13% | 6% | -1 | -4% | 2% | 4% | -3 | 1% |
| O=C1C(O)CCN1Cc1ccccc1 (stereo unspecified) | 0% | 9% | 1 | -16% | 8% | -10% | -5 | -10% |
| ClC(Br)=C(n1cnc2ccccc21)n1cnc2ccccc21 | -7% | -14% | 3 | x | 5% | 11% | 16 | 23% |
| COc1ccccc1CNC(=O)CN1C(=O)CSc2c1c(C)nn2-c1ccccc1 | x | -2% | -1 | -4% | x | x | x | 18% |
| Cc1ccc(S(=O)(=O)N2CCOCC2)cc1NC(=O)COC(=O)Cc1cccs1 | -7% | -6% | -8 | 10% | 1% | -6% | 4 | 2% |
| COc1ccc(N2CCN(C(=O)c3nc4nc(C)cc(C)n4n3)CC2)cc1 | 5% | -9% | -3 | 2% | -2% | 0% | -15 | 2% |

New compounds follow:
| Compound | EPAC2 antag | Abeta yeast res | DRD3 agonist | FUS suppressor | EPAC2 agonist | aSyn yeast inh | DRD3 antagonist | TDP43 rescue |
| --- | --- | --- | --- | --- | --- | --- | --- | --- |
| CCS(=O)(=O)NCC(c1ccco1)N1CCN(c2ccc(OC)cc2)CC1 (stereo unspecified) | x | -14% | 3 | 13% | x | x | x | 11% |
| CC(C(=O)c1ccccc1)[n+]1cccc(Br)c1 (stereo unspecified) | -1% | -10% | -5 | -4% | -2% | 5%&4% | -71* | 17% |
| COc1ccc2cc(CCNC(=O)c3cccc([N+](=O)[O-])c3)c(=O)[nH]c2c1 | -3% | 7% | -14 | 5% | 10% | 2% | -6 | 16% |
| O=C1CCCC2=C1C(c1ccccc1)CC(=O)N2c1ccc(F)cc1F (stereo unspecified) | 2% | -12% | 2 | 10% | 10% | -3% | -7 | -21%[9.22 µM] |
| CCCCNS(=O)(=O)c1ccc(OC)c(C)c1 | -2% | 16%[9.22 µM] | -4 | -47% | 2% | 13% | 0 | u |
| c1cnc2ccc(-n3ccnc3)cc2c1 | 12% | -21% | -9 | -30% | 9% | -12% | -23 | 15% |
| COc1ccccc1-n1cnnc1SCC(=O)Nc1ccccc1 | 2% | 2% | -9 | 19% | 12% | -4% | -6 | -23% |
| COc1ccc(CCNS(=O)(=O)c2ccc(N3CCCC3=O)cc2)cc1 | -7% | 6% | -5 | 9% | 0% | 1% | -9 | 12% |

(continued)
| Compound | EPAC2 antag | Abeta yeast res | DRD3 agonist | FUS suppressor | EPAC2 agonist | aSyn yeast inh | DRD3 antagonist | TDP43 rescue |
| --- | --- | --- | --- | --- | --- | --- | --- | --- |
| Cc1cc(OC(=O)c2ccc3ccccc3c2)c([N+](=O)[O-])c(=O)[nH]1 | -9% | -7% | 5 | 9% | 3% | -21% | 9 | -38%[inhibitor] |
| Cc1cccc(C)c1OCc1cc(C(=O)NCC2COCCO2)no1 (stereo unspecified) | 7% | 1% | 1 | x | -5% | 0% | 13 | -6% |
| O=C(N/N=C/c1ccc(O)c(O)c1)c1ccc(-n2cnnn2)cc1 | 7% | -19% | 2 | -2% | 9% | -5% | 8 | -11% |
| COc1ccc(Cl)cc1NC(=O)c1cc2ccc3ccc(C)[nH]c3c2n1 | x | -2% | 5 | 18% | x | -17% | x | u |
| COc1cc(C(O)P(=O)(OCC(C)C)c2ccc(N(C)C)cc2)cc(OC)c1OC (stereo unspecified) | 10% | 6% | 6 | 16% | 2% | 1% | 8 | 11% |
| Cn1c(SCC(=O)NC2CC2)nnc1-c1ccc(Cl)cc1 | -2% | -4% | -3 | -10% | 7% | -9% | -5 | 6% |
| CCCSc1ncc(Cl)c(C(=O)Nc2c(C(=O)Nc3ccc(C)cc3)oc3ccccc23)n1 | x | -3% | 4 | -28% | x | x | x | u |
| COc1ccc(NC(=O)CSc2nncn2C)cc1 | 3% | -14% | -11 | 13% | 1% | -1% | -2 | -9% |

Later entries
| Compound | EPAC2 antag | Abeta yeast res | DRD3 agonist | FUS suppressor | EPAC2 agonist | aSyn yeast inh | DRD3 antagonist | TDP43 rescue |
| --- | --- | --- | --- | --- | --- | --- | --- | --- |
| CC1=C(c2ccc(C)cc2)S(=O)(=O)NC1=NCc1ccccc1Cl | x | -10% | 0 | 1% | x | x | x | 3% |
| CC(C)N(Cc1nc(-c2ccccc2)no1)C(=O)c1ccc([N+](=O)[O-])cc1 | -22% | 6% | 2 | -42% | 3% | 3% | -4 | 30% |
| CC(C)(O)C#Cc1ccc(CN2CCN(C3CCCCC3)C(CCO)C2)s1 (stereo unspecified) | -2% | -1% | -6 | -10% | -4% | -1% | -5 | -12%[0.397 µM] |
| O=C1C(=O)N(Cc2cccnc2)C(c2cccc(F)c2)/C1=C(/O)c1ccc2c(c1)OCO2 (stereo unspecified) | 0% | 5% | -5 | 9% | 2% | -2% | -5 | 14% |
| CCOC(=O)N1CCN(c2c(NCCCN(CC)CC)c(=O)c2=O)CC1 | 6% | 4% | -4 | 6% | 11% | -1% | -30 | -5% |
| CC(=O)c1cccc(Nc2nc(-c3ccccc3)cs2)c1 | -3% | u | 7 | 17% | 14% | -7% | -3 | 27% |
| CS(=O)(=O)c1nc(S(=O)(=O)c2ccc(Cl)cc2)c(NCCN2CCOCC2)s1 | -3% | 7% | 11 | -14% | 1% | 2% | 5 | -1% |
| Cc1c(C)n2c(SCC(=O)NC3CCCCC3)nnc2[nH]c1=O | 8% | -10% | 10 | -8% | 1% | -9% | 5 | -5% |

Next section:
| Compound | EPAC2 antag | Abeta yeast res | DRD3 agonist | FUS suppressor | EPAC2 agonist | aSyn yeast inh | DRD3 antagonist | TDP43 rescue |
| --- | --- | --- | --- | --- | --- | --- | --- | --- |
| COc1cc(/C=C/C(=O)OCC(=O)Nc2cc(C(F)(F)F)ccc2N2CCOCC2)ccc1O | -4% | 12% | 3 | x | -18% | u | 34 | 25% |
| CCS(=O)(=O)N1CCN(C(=O)c2cccc3ccccc23)CC1 | -2% | 14% | 4 | 17% | 13% | 1% | -18 | 11% |
| CCc1ccc(CN(C)C(=O)c2cc(COc3ccc(OC)cc3Cl)on2)nc1 | 2% | -12% | 10 | x | 4% | 0% | 6 | u |
| CCOc1ccccc1N=NC1C(=O)N(C(N)=S)N=C1C (stereo unspecified) | -8% | u | 23 | -18% | -1% | -8% | 13 | 20% |
| CC1(C(=O)NCc2ccccc2)Cc2c(-c3ccc4c(c3)OCO4)ccnc2O1 (stereo unspecified) | 5% | -27% | -13 | 33% | 16% | 23% | u | 18µM* |
| O=C(COC(=O)c1cccs1)c1ccccc1 | -2% | -7% | 1 | 12% | 5% | -10% | 10 | 3% |
| COc1ccccc1Oc1ccc(N2CC(C(=O)OCC(=O)c3ccccc3)CC2=O)cc1 (stereo unspecified) | -9% | 7% | 2 | 19% | -1% | 14% | -3 | -8% |
| CCOC(=O)c1[nH]ncc1CN1CCc2ccc(NC(=O)C3CCCO3)cc2C1 (stereo unspecified) | 3% | -2% | -5 | 11% | 14% | -2% | -1 | 2% |

More records
| Compound | EPAC2 antag | Abeta yeast res | DRD3 agonist | FUS suppressor | EPAC2 agonist | aSyn yeast inh | DRD3 antagonist | TDP43 rescue |
| --- | --- | --- | --- | --- | --- | --- | --- | --- |
| CCC(C(=O)N1CCN(c2cc(Cl)ccc2C)CC1)n1nc(C)c2sc3ccccc3c2c1=O (stereo unspecified) | x | 0% | 1 | -14% | x | x | x | 17% |
| COc1ccc(C)cc1Nc1cc(C)nc2nc(C)nn12 | -16% | -3% | 1 | -2% | 5% | 0% | 7 | 19% |
| COc1ccc(/C=C2\SC(=O)N(CCC(=O)Nc3ccccc3)C2=O)cc1OC | -3% | 21% | 3 | -4% | -10% | -9% | 7 | 18% |
| O=C(NCCc1ccccc1Cl)C1CC(=O)N(C2CCCCC2)C1 (stereo unspecified) | 8% | 4% | -16 | 4% | 0% | 1% | 2 | -22% |
| CC(CO)NS(=O)(=O)c1ccc(Br)cc1F (stereo unspecified) | 3% | -13% | -21 | -16% | -9% | -4% | -18 | -5% |
| CC(=O)c1ccc(C(=O)NC2CCCN(Cc3ccccc3F)C2)cc1 (stereo unspecified) | 5% | -13% | 2 | -16% | -5% | -4% | 61 | -8% |
| CCc1cccc(C)c1NC(=O)CO/N=C(\C)c1cc2ccccc2o1 | 9% | 1% | 7 | -9% | -5% | -4% | 11 | -5% |
| Cc1cc(Nc2ccccc2F)n2nc(C)nc2n1 | -5% | 5% | 1 | -18% | 8% | 3% | 4 | 3% |
| Cc1cccc(N(CC(O)Cn2c3ccccc3c3ccccc32)S(=O)(=O)c2ccc(F)cc2)c1 (stereo unspecified) | x | 5% | 5 | u | x | x | x | -2% |
| Cc1nc2ccc(C(=O)N3CCCC(CO)(Cc4ccc(F)cc4F)C3)cc2nc1C (stereo unspecified) | 4% | -3% | 1 | 7% | -4% | 10% | 9 | 3% |
| COc1ccc(OC)c(NC(=O)COC(=O)c2ccc(OC)c(S(=O)(=O)N3CCCC3)c2)c1 | -1% | -20% | -7 | x | 8% | -4% | -10 | 3% |
